# PLK1 PBD block = qHTS for Inhibitors of PLK1-PDB (polo-like kinase 1 - polo-box domain): Primary Screen | Serine/threonine-protein kinase PLK1 (Homo sapiens), P53350 | Plk1 PBD binding of FITC phosphopeptide, fluorescence polarization | Potency, µM, for the others: max response, negative = inhibition, most hits filed as inhibitors | 360,000 compounds, 2.8% hits | AID 720504, 2013; further: potency means the concentration at half of the fitted maximal effect; series mostly up to about 57 µM; on the % scale 0 is the no-effect control and ±100 the full control effect; nearly all actives have a fitted effect of over 65% in size
# Target sequence (P53350 whole entry, looked up, the tested form may be a part): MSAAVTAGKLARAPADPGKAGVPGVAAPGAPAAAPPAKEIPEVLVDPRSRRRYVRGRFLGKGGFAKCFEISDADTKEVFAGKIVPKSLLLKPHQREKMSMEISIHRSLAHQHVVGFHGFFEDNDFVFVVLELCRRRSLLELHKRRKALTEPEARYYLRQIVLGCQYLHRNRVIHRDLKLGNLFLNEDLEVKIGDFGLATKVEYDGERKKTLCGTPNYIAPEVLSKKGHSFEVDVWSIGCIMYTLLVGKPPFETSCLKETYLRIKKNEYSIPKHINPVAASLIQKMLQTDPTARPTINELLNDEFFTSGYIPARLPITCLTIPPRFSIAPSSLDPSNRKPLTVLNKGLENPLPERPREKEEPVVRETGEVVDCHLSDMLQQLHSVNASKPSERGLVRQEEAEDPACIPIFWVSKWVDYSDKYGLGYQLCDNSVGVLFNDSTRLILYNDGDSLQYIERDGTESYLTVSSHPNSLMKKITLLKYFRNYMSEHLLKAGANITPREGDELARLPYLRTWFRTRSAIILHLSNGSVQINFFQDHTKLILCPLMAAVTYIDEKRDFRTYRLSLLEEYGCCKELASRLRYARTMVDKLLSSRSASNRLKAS
# EPAC1 agonist = qHTS for Agonist of cAMP-regulated guanine nucleotide exchange factor 3 (EPAC1): primary screen; EPAC1 agonist qHTS, biochemical assay; response scale: 100% = response to 6.5 mM cAMP; Potency, µM (titrated, usually from 154 µM), without a hit: at the top dose activation, hits mostly activators; AID 720707, 2013; 360,000 compounds, 0.073% hits; Rap guanine nucleotide exchange factor 3 (Homo sapiens), O95398; further: potency means the concentration at half of the fitted maximal effect; nearly all actives have a fitted effect of over 60% in size
#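 Nucleotide exchange by EPAC1 (100 nM) on Rap1B–BODIPY-GDP (250 nM) in the presence of 50 uM GDP is tracked fluorescently at 480/540 nm over 30 min. Signals are normalized to a 6.5 mM cAMP control.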
# EPAC2 antag = qHTS for Antagonist of cAMP-regulated guanine nucleotide exchange factor 2 (EPAC2): primary screen. Potency, µM (series often up to 114 µM), for the others: at the top dose activity, negative = inhibition, usual class: inhibitors. EPAC2 GEF exchange of Rap1B-BODIPY-GDP, fluorescence. 360,000 compounds, 0.18% hits. Rap guanine nucleotide exchange factor 4 (Homo sapiens), Q8WZA2. AID 720708, 2013; further: potency means the concentration at half of the fitted maximal effect; on the % scale 0 is the no-effect control and ±100 the full control effect; nearly all actives have a fitted effect of over 45% in size; many of its hits are not listed in these tables
# CCT modulator = High-Throughput Screening for Modulators of Cytosolic Chaperonin Activity; purified chaperonin ATPase assay, HTRF ADP detection, 30 min; activity change, % (no concentration beside the values), hits read low; 360,000 compounds, 0.3% hits; AID 651819, 2012; in the data active means activity change below about -30%; further: on the % scale 0 is the no-effect control and ±100 the full control effect
#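 Enzyme 40 or 20 nM (batch-dependent) in Tris pH 7.4/KCl/MgCl2/DTT; cpd 76 uM single point; ATP 10 uM; 30 min 37 °C; Transcreener ADP HTRF detection, 30 min RT; ratio 665/615.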
# PI5P4Ka inh = qHTS for Inhibitors of phosphatidylinositol 5-phosphate 4-kinase (PI5P4K) | Phosphatidylinositol 5-phosphate 4-kinase type-2 alpha (Homo sapiens), P48426 | PI5P4Kalpha enzyme, ADP-Glo luminescence, 60 min; stronger effect = lower value | max response, % | 330,000 compounds, 1.2% hits; active means max response of -50% or lower; inconclusive means between -30% and -50%; inactive means -30% or higher; further: value at the top dose of about 77 µM; on the % scale 0 is the no-effect control and ±100 the full control effect
# Target sequence (P48426 whole entry, looked up): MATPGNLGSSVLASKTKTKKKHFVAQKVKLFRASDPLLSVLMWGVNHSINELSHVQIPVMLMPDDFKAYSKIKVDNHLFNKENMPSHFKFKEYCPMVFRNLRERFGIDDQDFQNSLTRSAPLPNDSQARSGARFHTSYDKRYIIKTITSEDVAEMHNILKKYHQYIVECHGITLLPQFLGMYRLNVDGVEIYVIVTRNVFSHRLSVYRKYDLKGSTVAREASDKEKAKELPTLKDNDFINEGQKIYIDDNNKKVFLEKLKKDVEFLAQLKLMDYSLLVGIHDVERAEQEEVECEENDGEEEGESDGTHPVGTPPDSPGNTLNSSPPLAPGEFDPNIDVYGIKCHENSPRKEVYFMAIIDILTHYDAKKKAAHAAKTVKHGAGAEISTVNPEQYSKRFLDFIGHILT
#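 PI5P4Kalpha ADP-Glo assay; 5 microM ATP final; 60 min RT reaction; HEPES pH 7.4/EGTA/CHAPS, 5% DMSO; controls lacking substrate or enzyme; luminescent end-point.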
# WRN inhibitor = qHTS for Inhibitors of WRN Helicase; Bifunctional 3'-5' exonuclease/ATP-dependent helicase WRN (Homo sapiens), Q14191; WRN helicase unwinding, fluorescent forked duplex, kinetic; Potency, µM (highest dose often 114 µM), without a hit: at the top dose activity change, negative = inhibition, most hits filed as inhibitors; 360,000 compounds, 0.46% hits; further: potency means the concentration at half of the fitted maximal effect; on the % scale 0 is the no-effect control and ±100 the full control effect; nearly all actives have a fitted effect of over 55% in size
#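 Fluorescence dequenching readout, ex 525 nm/em 598 nm, kinetic mode: forked duplex DNA (100 nM final) with adjacent fluorophore and quencher unwound by WRN (20 nM final) with 2 mM ATP. Compound preincubation 15 min, room temperature.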
# EPAC1 antagonist = qHTS for Antagonist of cAMP-regulated guanine nucleotide exchange factor 3 (EPAC1): primary screen; EPAC1 GEF assay, Rap1b-BODIPY-GDP exchange fluorescence; Potency, µM (highest dose often 115 µM), without a hit: at the top dose activity change, negative = inhibition, usual class: inhibitors; 360,000 compounds, 0.14% hits;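 further: potency means the concentration at half of the fitted maximal effect; plate controls were vehicle for no effect and positive control for full effect; nearly all actives have a fitted effect of over 50% in size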
# MmCpn inh = Inhibitors of TCP-1 ring complex (TRiC) of Methanococcus maripaludis (MmCpn): qHTS. purified Mm-Cpn ATPase, ADP Transcreener TR-FRET. Potency, µM (doses to about 76.9 µM), inactives show top-dose activity, negative = inhibition, hits mostly inhibitors. Chaperonin Mm-Cpn (Methanococcus maripaludis). 330,000 compounds, 0.031% hits. AID 504842, 2011; further: potency means the concentration at half of the fitted maximal effect; on the % scale 0 is the no-effect control and ±100 the full control effect; nearly all actives have a fitted effect of over 80% in size
#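 ATP (10 uM final) was added to archaeal chaperonin (25 nM final) after 10 min exposure to test compound at 37°C; after 30 min further incubation, ADP was detected by competitive TR-FRET.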
# Starred values were filed as active, the others as inactive; u = inconclusive; x = no result given; [ ] = another dose, or the depositor's remark. Unless noted, the call rests on the fitted dose curve; in most records, active means well fitted curve in the direction sought with a large enough effect; inconclusive means small, poorly fitted or top-dose-only effect, or another doubt; inactive means no such curve, though single readings can be large; an effect the other way counts as inactive or inconclusive. A portion of the library (hit frequency here may not be typical).
molecule	PLK1 PBD block	EPAC1 agonist	EPAC2 antag	CCT modulator	PI5P4Ka inh	WRN inhibitor	EPAC1 antagonist	MmCpn inh
COc1ccccc1OCCCOc1ccc(C)cc1Br	1%	2%	-3%	-0.2	28	-6%	-13%	0%
N#C/C(=C\c1ccc(F)cc1)c1nc(-c2ccco2)cs1	5%	-11%	12%	1.8	-14	-12%	-12%	-9%
COc1ccc(-c2ccc(C(=O)Nc3ccc(OC)nc3)c3occc23)c(C)c1	-23%	-4%	u	-2.5	1	-8%	-7%	x
O=C1CCCc2[nH]c(-c3ccccc3)nc21	-4%	1%	16%	-1.2	-1	2%	-4%	2%
COc1ccc(C2=Nn3c(nnc3-c3ccncc3)SC2)cc1OC	u	-3%	14%	2.2	x	-5%	9%	-1%
CN(C)C(=O)c1cn(-c2ccccc2)nc1-c1cc2ccccc2oc1=O	-8%	11%	-7%	-1.5	-2	0%	5%	-1%
C=CCOc1ccc(/C=C/C(=O)N2CCCN(S(=O)(=O)c3c(C)noc3C)CC2)cc1	-1%	-10%	-20%	1.2	3	-6%	4%	1%
O=C(NCCCN1CCOCC1)c1ccc2c(c1)N(Cc1cccc(Cl)c1)C(=O)c1ccccc1S2=O (centres undefined)	-2%	9%	-7%	0.5	-1	-6%	9%	1%
CCC(C)(C)NC(=O)c1cc(OC)c(OC)cc1[N+](=O)[O-]	-8%	10%	11%	-2.3	0	-5%	10%	0%
Cc1ccc2c(c1)N(C(=O)CCC(=O)NC1CCCCCC1)CCO2	6%	0%	1%	1.6	7	-4%	-7%	0%
CC(CNS(=O)(=O)c1ccccc1)Sc1nncn1C (centres undefined)	-6%	-13%	7%	1.7	5	2%	-7%	-2%
CON(C)S(=O)(=O)c1cccc(C(=O)Nc2cccc(S(=O)(=O)NC3=NCCCCC3)c2)c1	3%	3%	-5%	-3.2	5	-1%	-1%	x
Cc1cc(=O)oc2cc(Oc3ncccn3)ccc12	2%	1%	2%	-3.0	-8	-5%	5%	-3%
C#CCOCCOCCOCCNc1nc(N2CCN(C(=O)CCCCCCCCCCNC(=O)[C@@H](CCSC)n3cc(CCO)nn3)CC2)nc(N2CCN(C(=O)CCCCCCCCCCNC(=O)[C@H](CCSC)n3cc(CCO)nn3)CC2)n1	-2%	-15%	17%	-3.8	6	-3%	-1%	-1%
CCOc1ccc(NC(=O)CN(C)C(=O)C2(c3ccccc3)CC2)cc1OCC	-1%	-6%	8%	1.1	7	-6%	-1%	0%
COc1ccc(CNC(=O)C2CCN(c3cc(C(=O)Nc4cccc(OC)c4)ccn3)CC2)cc1	-7%	0%	4%	0.5	-1	-8%	22%	-5%
O=C(CCC1CCCCC1)NCc1cccnc1	3%	-3%	-2%	0.7	-1	8%	10%	-3%
COc1ccc(C(C#N)=Cc2ccccc2OC)cc1	-8%	0%	u	0.2	-6	1%	7%	x
COc1ccc([C@H]2CC(=O)C=C(c3cccc(CO)c3)C2)cc1OC	4%	-8%	-3%	-0.2	-4	3%	5%	1%
N#Cc1ccccc1NC(=O)c1ccccc1OCC(=O)NCc1ccco1	-6%	4%	-22%	-0.6	x	-10%	-7%	-13%
COc1ccccc1NC1=NC2(CCCC2)N=C(N)N1	-3%	-6%	21%	1.8	3	-15%	6%	0%
CCN1C(=O)Cc2cc(S(=O)(=O)N3CCOCC3)ccc21	-3%	0%	16%	-2.0	6	1%	14%	-1%
COc1ccc(N2CCN(c3nc4ccccc4nc3NS(=O)(=O)c3ccccc3)CC2)cc1	-25%	9%	-15%	0.2	1	-32%	-14%	-3%
COc1ccc2c(C)c(CC(=O)N3CCN(C(=O)C4COc5ccccc5O4)CC3)c(=O)oc2c1C (centres undefined)	3.4µM*	-3%	-7%	-1.3	-11	3%	-16%	-1%
COc1ccc(C(=O)Nc2ccc(NC(C)=O)cc2)cc1S(=O)(=O)N1CCCC1	-5%	12%	3%	-0.4	-2	3%	-10%	-4%

# Later entries
molecule	PLK1 PBD block	EPAC1 agonist	EPAC2 antag	CCT modulator	PI5P4Ka inh	WRN inhibitor	EPAC1 antagonist	MmCpn inh
Cc1onc(-c2c(F)cccc2Cl)c1C(=O)OCC(=O)N1C(C)CCCC1C (centres undefined)	-2%	4%	-17%	-1.0	1	-2%	-19%	-1%
O=C(NCC(c1cccs1)N1CCOCC1)c1ccccc1NS(=O)(=O)c1ccc(Br)cc1 (centres undefined)	-3%	-5%	14%	-2.5	-4	-15%	2%	-3%
CN=C1SC(CC(=O)Nc2ccc(N3CCOCC3)cc2)C(=O)N1C (centres undefined)	-4%	4%	-3%	-1.9	x	0%	5%	-1%
Cc1cc(NC(=O)COC(=O)c2ccc(NS(=O)(=O)c3ccc(C)c(C)c3)cc2)no1	-1%	16%	-2%	-3.7	-7	1%	-15%	-20%
O=C(NCC1CCCO1)C1CCN(c2ccc(S(=O)(=O)N3CCCC3)cc2)CC1 (centres undefined)	4%	-4%	3%	0.2	x	8%	4%	0%
CC(C)(C)c1cc(=O)n2c(nc3ccccc32)[nH]1	0%	-4%	4%	-1.0	2	-16%	-12%	0%
Cc1ccc(OCC(O)CN2CCN(c3ccccn3)CC2)c(C)c1 (centres undefined)	-4%	0%	-4%	2.4	9	-4%	-5%	1%
CC1(C(=O)NS(=O)(=O)c2cccs2)CCN1C(=O)c1ccccc1 (centres undefined)	8%	-14%	-16%	0.7	1	10%[57.1 µM]	0%	x
O=C(N/C=N/O)C(c1ccccc1)c1ncc(C(F)(F)F)cc1Cl (centres undefined)	2%	1%	-17%	1.6	1	2%	-19%	1%
O=C(C(c1ccccc1)c1ccccc1)N1CCC(c2nc(-c3ccccc3Cl)no2)CC1	-6%	-4%	-22%	0.0	19	-11%	u	x
CCOC(=O)C1=CCN(S(=O)(=O)c2ccccc2Br)C1c1cccc(C)c1 (centres undefined)	0%	1%	-11%	1.4	-3	-9%	3%	x
CC1CCCN(CC(O)COC(c2ccccc2)c2ccccc2)C1 (centres undefined)	-1%	-5%	0%	-1.2	1	7%	18%	1%
COc1ccccc1CNC(=O)CCCC(=O)n1nc(C)c2ccccc21	-22%	9%	10%	1.4	-6	-1%	-24%	1%
COCCNc1nc(Oc2ccc(C(N)=O)cc2)c2sccc2n1	-9%	0%	-6%	0.0	-1	-7%	-2%	x
COC(=O)[C@@]12CCCN1[C@H](c1ccc(-c3ccc(Cl)c(Cl)c3)c(OC)c1)[C@H]1C(=O)N(C)C(=O)[C@H]12	6%	10%	8%	-1.9	15	1%	10%	-5%
CCCNC(=O)Nc1cccc(C(=O)OC)c1	-15%	5%	14%	-1.9	-2	0%	-22%	-5%
O=C(c1cc(-c2cccc(Cl)c2)nc2ccccc12)N1CCCC1	-2%	6%	-5%	-0.5	16	-12%	-12%	-4%
CCOC(=O)COc1ccc(S(=O)(=O)NCc2ccncc2)cc1	4%	12%	1%	-1.4	x	-3%	5%	3%
COc1ccc(-n2ncc3c(NCc4ccco4)ncnc32)cc1	-4%	4%	8%	1.9	x	-13%	13%	-1%
FC(F)(F)c1ccc(N2CCN(c3ncnc4c3nnn4Cc3ccccc3Cl)CC2)cc1	-2%	1%	0%	-0.6	10	2%	-18%	0%
Cc1cccc(CCNC(=O)CCS(=O)(=O)c2ccc(Br)cc2)c1	-17%	-2%	7%	-0.3	5	14%	-5%	-1%
COC(=O)Cc1ccc(NC(=S)NCCSc2ccc(C)cc2)cc1	-23%	1%	-19%	-1.9	3	-9%	-23%	0%
O=C(NNC(=O)c1cc2cc(Br)ccc2oc1=O)c1ccc(O)cc1	-2%	-1%	-3%	0.7	8	-9%	4%	1%
COc1ccc(NCC(=O)n2c(C)c(C)c3ccccc32)cc1	4%	1%	-5%	-5.5	1	-3%	2%	-2%
COc1ccc(C2/C(=C(/O)c3ccccc3)C(=O)C(=O)N2CCO)cc1 (centres undefined)	-6%	5%	-6%	-0.2	-1	-3%	-12%	-3%

# Quoted at random: six compounds from above
molecule	PLK1 PBD block	EPAC1 agonist	EPAC2 antag	CCT modulator	PI5P4Ka inh	WRN inhibitor	EPAC1 antagonist	MmCpn inh
COC(=O)Cc1ccc(NC(=S)NCCSc2ccc(C)cc2)cc1	-23%	1%	-19%	-1.9	3	-9%	-23%	0%
CCCNC(=O)Nc1cccc(C(=O)OC)c1	-15%	5%	14%	-1.9	-2	0%	-22%	-5%
O=C(NCC1CCCO1)C1CCN(c2ccc(S(=O)(=O)N3CCCC3)cc2)CC1 (centres undefined)	4%	-4%	3%	0.2	x	8%	4%	0%
O=C(c1cc(-c2cccc(Cl)c2)nc2ccccc12)N1CCCC1	-2%	6%	-5%	-0.5	16	-12%	-12%	-4%
COc1ccc([C@H]2CC(=O)C=C(c3cccc(CO)c3)C2)cc1OC	4%	-8%	-3%	-0.2	-4	3%	5%	1%
COc1ccc(C(C#N)=Cc2ccccc2OC)cc1	-8%	0%	u	0.2	-6	1%	7%	x

# Source: PubChem (National Center for Advancing Translational Sciences (NCATS))
